# Screens as filed in PubChem BioAssay.
# NR2E3 ag-1: human photoreceptor-specific nuclear receptor agonism | 0.35% of 360,000 active | inhibition of corepressor binding, % at 3.98 µM | CHO-S Gal4-NCOR/VP16-NR2E3 two-hybrid, luciferase | AID 602229;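 active means inhibition above the mean of all tested compounds plus 3 SD, cut at about 70% in these data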;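 further: 0% = DMSO with NR2E3 transfected cells and 100% = cells lacking NR2E3 construct; higher means lower luciferase signal from less NR2E3 corepressor binding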
# Target sequence (Q9Y5X4 whole entry, looked up, the tested form may be a part): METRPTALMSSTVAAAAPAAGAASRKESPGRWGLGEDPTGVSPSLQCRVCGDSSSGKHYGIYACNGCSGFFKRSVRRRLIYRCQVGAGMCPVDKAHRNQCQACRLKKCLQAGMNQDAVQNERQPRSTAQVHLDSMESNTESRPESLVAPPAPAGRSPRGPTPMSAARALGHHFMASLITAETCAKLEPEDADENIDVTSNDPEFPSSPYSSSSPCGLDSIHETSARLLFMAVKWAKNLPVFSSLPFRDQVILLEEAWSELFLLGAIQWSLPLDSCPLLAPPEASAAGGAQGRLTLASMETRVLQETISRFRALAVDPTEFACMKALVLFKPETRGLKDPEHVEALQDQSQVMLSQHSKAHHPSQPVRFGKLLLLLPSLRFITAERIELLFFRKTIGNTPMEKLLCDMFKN
# PDI inh: blocks human protein disulfide isomerase activity; P07237; PDI insulin aggregation turbidity, A650, 90 min; inhibition, % at 10 µM; 0.052% of 350,000 active;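 active means mean inhibition across replicates of 30% or more, whatever share of single replicates reach that level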;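 further: absorbance from insulin aggregation driven by PDI reduction with DTT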
# Target sequence (P07237 whole entry, looked up): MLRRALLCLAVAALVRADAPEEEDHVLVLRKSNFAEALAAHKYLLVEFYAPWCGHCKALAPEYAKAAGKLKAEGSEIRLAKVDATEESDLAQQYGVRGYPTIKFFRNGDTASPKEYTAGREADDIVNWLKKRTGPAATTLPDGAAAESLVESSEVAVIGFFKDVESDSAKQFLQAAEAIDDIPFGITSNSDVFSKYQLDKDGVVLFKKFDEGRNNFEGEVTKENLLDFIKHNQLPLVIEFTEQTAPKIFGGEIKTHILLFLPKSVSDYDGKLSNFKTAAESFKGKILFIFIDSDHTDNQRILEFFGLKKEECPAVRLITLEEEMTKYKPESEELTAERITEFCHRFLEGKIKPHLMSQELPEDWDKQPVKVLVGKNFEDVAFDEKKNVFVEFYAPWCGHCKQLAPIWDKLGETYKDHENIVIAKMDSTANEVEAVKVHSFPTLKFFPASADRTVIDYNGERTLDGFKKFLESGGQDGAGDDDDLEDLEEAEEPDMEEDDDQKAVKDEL
# NR2E3 ag-2: agonists of human nuclear receptor NR2E3; GST-NR2E3/biotin-RetCOR TR-FRET, 1536-well; inhibition of corepressor binding, % at 4.78 µM; 0.12% of 320,000 active; AID 2300;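 active means percent inhibition above the cutoff of mean plus 3 SD of all tested compounds, set per screening campaign, cut at about 20% in these data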;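 further: 0% = DMSO wells and 100% = biotin wells as full block of FRET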
#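 Material: NR2E3–RetCOR corepressor complex / Incubation: Compound–protein incubation for 5 h at 4 °C / Dosing: compound at 4.8 µM, single dose / Detection: time-resolved FRET / Benchmarks: high control biotin, low control 0.6% DMSO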
# Shn3 3UTR inh: Schnurri-3 reporter inhibition in Clone20 osteoblasts. inhibition, % at 12.5 µM. 0.52% of 360,000 active. Clone20 osteoblast Shn3 3'UTR firefly luciferase, 24 h;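 active means mean inhibition of at least 75% with every replicate also reaching 75%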;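 further: 0% = median of neutral control wells and 100% = pilot-screen positive control compound; some compounds past the cut are filed as inactive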
# Peg3 prom inh: inhibitors of Peg3 promoter; HeLa PEG-Prom luciferase reporter, luminescence, overnight; inhibition, % at 20 µM; 1.7% of 360,000 active; AID 588405;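 active means inhibition of at least 50% at 20 µM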
# MITF TRPM1 inh: reduces MITF-dependent TRPM1 promoter luciferase signal; SK-MEL-5 TRPM1 promoter luciferase, 24 h; inhibition, % at 12.5 µM; 0.83% of 330,000 active;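 active means mean inhibition across replicates of 60% or more, whatever share of single replicates reaches that level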; further: values of inactives mirror those of a sister screen read the other way
# HIF-2a block: inhibitors of HIF-2a; 786-0 RCC cells HIF-2a reporter, luciferase luminescence, overnight; inhibition, % at 18.8 µM; 0.72% of 360,000 active; AID 624352;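 active means inhibition of the luminescence signal of 40% or more relative to plate controls, in a single-dose primary screen at 18.75 µM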
# CaV13 FRET inh: Primary screen for inhibitors of IQ motif and Ca2+-dependent inactivation inhibitor domain binding in CACNA1D, Förster resonance energy transfer in living cells, …; inhibition, % at 12.3 µM; 0.098% of 340,000 active; HEK cells, CFP/YFP FRET ICDI-IQ, plate reader, 10 min; percent FRET-ratio fall versus neutral wells; AID 743397;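 active means mean replicate inhibition of at least 30% and at least 1% of replicates passing that level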;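 further: 0% = median of the neutral control wells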
# KKLEB cytotox: CF airway cell cytotoxicity counter-screen; KKLEB CF airway cells viability, ATPlite luminescence, overnight; active compounds read low; cells stimulated with P. aeruginosa culture filtrate; activity change (cytotoxicity), % at 5 µM; 0.36% of 360,000 active; AID 602141;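 active means corrected activity change at or below -50% at 5 µM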
# Vif imaging: HIV Vif inhibition. 0.35% of 340,000 active. inhibition, % at 7.49 µM. HEK293T cells, Vif self-association by quenched fluorescence, imaging, 24 h; in the data active means inhibition above about 50%, passing the limit was not always enough; further: some results filed as inactive read as strong as hits
# CF NFkB block: blocks PAF-induced NF-kB reporter in cystic fibrosis cells; 0.86% of 360,000 active; KKLEB NF-kB-GFP reporter, GFP fluorescence overnight; AID 588850; inhibition, % at 5 µM;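 active means at least 50% inhibition at 5 µM, scaled per plate between neutral and stimulator controls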;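 further: PAF is a Pseudomonas aeruginosa culture filtrate used as stimulus; plate controls were PAF-stimulated DMSO wells for no effect and unstimulated DMSO wells for full effect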
# * = called active by the depositor; . = not tested or not shown; & = joins results of further samples.
SMILES,NR2E3 ag-1,PDI inh,NR2E3 ag-2,Shn3 3UTR inh,Peg3 prom inh,MITF TRPM1 inh,HIF-2a block,CaV13 FRET inh,KKLEB cytotox,Vif imaging,CF NFkB block
CC[n+]1c(C)n(C)c2cc(S(=O)(=O)N(C)C)ccc21,3.0,-1.1,1.9,-16.1,-0.7,0.3,12.4,-5.0,6.5,7.0,2.3
O=C(O)/C(=C\c1c(C(=O)O)[nH]c2cc(Cl)cc(Cl)c12)c1ccccc1,-5.5,1.6,0.6,4.1,11.0,5.5,2.6,-4.1,-4.4,14.1,8.4
N/C(=N\OC(=O)CSc1ccccc1)c1ccc([N+](=O)[O-])cc1,-134.1,-0.3,1.6,-70.9,-194.1,-19.8,-239.9,10.0,-1.3,-9.8,-2.3
CN1C(=O)C(O)(CC(=O)/C=C\c2ccc3c(c2)OCO3)c2ccccc21 (stereo not drawn),-22.7,0.6,-1.2,-44.3,12.0,9.5,17.9,-8.8,-11.8,-13.2,12.1
COc1ccc(C(O)c2nc(-c3ccc(Cl)cc3)cs2)cc1 (stereo not drawn),-11.6,1.0,.,15.9,-32.7,.,-81.0,-4.9,-0.5,-7.6,-2.1
C(=N\N1CCN(c2ccccn2)CC1)/c1ccco1,-17.0,4.3,-0.3,-11.1,-5.4,-17.8,-65.9,-4.3,1.4,23.2,2.7
Cc1cc(C)nc(N/N=C/c2ccco2)n1,-14.7,-6.3,-0.4,4.0,-7.6,-1.4,-33.7,.,10.2,4.6,-7.0
CCc1ccc(S(=O)(=O)N(C(=O)c2ccncc2)c2ccc(OC(=O)c3ccncc3)cc2)cc1,-19.7,-7.4,-4.2,22.5,23.7,-7.6,17.4,-4.2,-5.7,2.7,26.6
Cc1ccc(NC(=O)CCNC(=O)c2ccc(Br)cc2)nc1,-20.1,0.4,-3.1,-31.3,-35.5,-10.2,-49.3,.,-5.0,-2.4,14.2
CCOC(=O)C1=C(COC(=O)/C=C/c2ccc(Cl)cc2)NC(=O)NC1C (stereo not drawn),-7.3,-5.2,-2.9,-0.7,12.5,2.2,8.9,.,-8.7,2.5,40.0
Cc1ccc(S(N)(=O)=O)cc1NC(=O)/C=C/c1ccc2c(c1)OCO2,-28.0,-5.8,0.2,-9.8,-26.9,-10.0,-36.1,3.9,3.0,-9.4,10.3
CC(c1ccccc1)N1CCn2c(nc3cc(NC(=O)NC4CCCCC4)ccc32)C1 (stereo not drawn),8.2,-2.0,4.2,0.2,-0.4,-6.1,7.1,-4.3,5.9,-0.9,-11.4
Cc1cc(SCc2ccc([N+](=O)[O-])cc2)nc(=O)[nH]1,-27.6,5.8,5.6,-9.4,-9.0,-12.4,-11.0,-3.0,-0.9,-3.8,-15.8
CCOC(=O)N1CCC(NC(=O)Cn2cccc2C(=O)c2ccccc2C)CC1,-7.8,1.6,-0.5,4.1,-5.2,5.3,-2.5,-4.9,-2.3,-0.6,-3.1
COc1ccc(N(C(=O)COc2cccc(C)c2)S(=O)(=O)c2ccc(C)cc2)cc1,3.1,7.3,1.5,-9.0,-11.8,-4.3,11.0,-5.2,1.5,-1.1,-1.3
CCn1c2ccccc2c2cc(/C=N/n3cn[nH]c3=S)ccc21,38.7,-2.3,-0.5,4.3,46.3,-6.6,9.6,-4.2,-34.4,4.3,16.3
Nc1nc(SCC(=O)c2cc3ccccc3o2)n[nH]1,1.6,6.8,-1.0,-47.6,-9.4,7.0,-7.5,-14.4,-3.6,-3.4,-10.8
COc1cccc(C(=O)COC(=O)COc2c(C)cc(C)cc2C)c1,-26.1,2.0,5.9,3.5,-9.2,5.1,2.1,-4.6,8.7,-15.4,-6.6
CC(=O)N(Cc1cc(=O)[nH]c2ccccc12)c1ccccc1C,-22.6,1.9,-1.9,-3.5,14.2,7.4,21.2,-4.6,-6.1,-11.1,5.5
CCC(C)(CC(=O)O)CC(=O)Nc1cc(C(F)(F)F)cc(C(F)(F)F)c1 (stereo not drawn),18.9,1.8,-0.8,8.5,5.1,12.0,11.0,-4.7,-2.0,2.6,14.2
CN1CCN(CCC(=O)Nc2cccc(Br)c2)CC1,-11.0,1.3,2.2,-9.7,7.4,-10.7,9.1,-19.8,7.0,4.7,-0.2
S=C(NCC1CCCO1)Nc1ccc(Nc2ccccc2)cc1 (stereo not drawn),-3.4,-0.6,-2.3,18.8,-2.9,-1.7,-15.8,-6.6,-5.0,-3.3,-14.9
CCOc1ccccc1CN1CCN(Cc2[nH]c3ccccc3c2C)CC1CCO (stereo not drawn),-2.9,-7.0,-0.9,5.0,-11.9,6.4,20.1,-4.1,-11.4,-11.6,2.5
CCOC(=O)c1c(C)[nH]c(C)c1C(=O)COc1ncnc2ccccc12,-3.6,-0.2,0.5,-12.8,18.4,3.4,9.2,-3.5,-7.7,0.0,25.0
O=C(N/N=C/c1cccc(OC(=O)N2CCOCC2)c1)c1cccs1,-77.4,13.2,-1.6,-2.1,-50.0,-5.8,-83.8,-3.8,9.5,-2.6,0.6
CCCc1nn(-c2ccccc2)c2c1C(c1cccs1)C(C#N)=C(N)O2 (stereo not drawn),-20.1,-0.8,0.4,8.2,7.8,-3.8,2.4,-8.5,8.5,2.0,0.4
CCOCCn1c(CN2CCN(C(c3ccccc3)c3ccccc3)CC2)nc2c1c(=O)n(C)c(=O)n2C,0.2,-0.4,2.7,29.6,-3.4,11.7,18.1,-3.4,-9.3,8.4,14.5
Cc1ccc(Cl)cc1NC(=S)N(CCN(C)C)Cc1cccs1,-11.9,2.2,-0.5,0.1,16.2,46.6,5.9,-2.5,-21.0,0.3,11.2
COc1ccc(Cc2c(O)nc(SCC(=O)NC34CC5CC(CC(C5)C3)C4)[nH]c2=O)cc1,-13.6&0.5,-0.5&4.2,0.9&3.4,-3.6&-10.6,-7.8&13.3,1.9&9.3,4.1&12.6,-1.2&-4.9,14.3&14.9,-5.1&10.4,3.7&-3.4
O=C1CC(c2ccc(Cl)cc2)n2nc(NS(=O)(=O)c3ccc(F)cc3)nc2N1 (stereo not drawn),-11.4,20.2,2.7,-14.6,10.7,-0.7,10.2,.,2.8,12.3,9.4
Cc1c(-c2nc(-c3ccc(C(F)(F)F)cc3)no2)n(C)oc1=O,-59.7,2.4,1.6,-116.3,-112.8,-36.1,-185.0,-21.0,-0.3,-5.7,-6.2
O=C(NN=Cc1cc([N+](=O)[O-])ccc1O)c1cccc2ccccc12,-32.9,4.3,.,24.3,31.0,54.8,1.0,-5.3,-6.9,10.8,23.2
CC(C)(C)C(=O)Nc1cccc(-c2nc3ccccc3[nH]2)c1,-26.3,5.5,-0.1,-15.2,-50.7,-8.9,-31.8,.,6.0,-4.4,9.0
COc1cc(NC(=O)CSc2nc(C)cs2)cc(OC)c1,-30.5,-6.3,-0.5,44.7,-0.1,0.5,-1.1,-6.9,17.8,-9.8,-2.3
CC1=C(C(=O)NC2CC(C)(C)Cc3c2cnn3-c2cccc(F)c2)OCCO1 (stereo not drawn),-26.0,3.4,-0.2,-3.3,10.3,-5.0,3.8,-3.1,-20.7,23.1,7.5
Cc1ccc(/C=N/NC(=O)c2c(-c3ccccc3)noc2C)c(O)c1,-26.5,-11.7,-1.3,78.9,49.5,57.5,2.6,-5.9,-16.5,-5.5,20.4
O=C(Nc1ncn[nH]1)c1ccccc1Br,13.6,2.1,4.7,2.0,-2.3,10.8,16.7,-5.0,-10.6,-2.3,8.2
O=C(COc1ccc(Cl)cc1)N1CCCCC1,-26.8,-4.3,0.0,-38.1,-105.4,-20.8,-103.2,.,-3.7,-0.7,6.2
Cc1cccc(CSCCNC(=O)CN2C(=O)c3ccccc3S2(=O)=O)c1,-42.6,-10.9,6.1,17.6,-13.2,-12.4,-0.8,-2.2,-20.0,8.8,-5.8
CCCCn1c(=O)n(CC(O)c2ccccc2)c(=O)c2c1ncn2C1CCCC1 (stereo not drawn),-19.5,-8.8,1.9,6.7,3.2,-12.0,9.9,-3.8,-12.1,-8.1,7.2

# Retrieved by structure from the list above:
SMILES,NR2E3 ag-1,PDI inh,NR2E3 ag-2,Shn3 3UTR inh,Peg3 prom inh,MITF TRPM1 inh,HIF-2a block,CaV13 FRET inh,KKLEB cytotox,Vif imaging,CF NFkB block
CCOc1ccccc1CN1CCN(Cc2[nH]c3ccccc3c2C)CC1CCO (stereo not drawn),-2.9,-7.0,-0.9,5.0,-11.9,6.4,20.1,-4.1,-11.4,-11.6,2.5
Cc1cc(C)nc(N/N=C/c2ccco2)n1,-14.7,-6.3,-0.4,4.0,-7.6,-1.4,-33.7,.,10.2,4.6,-7.0
CCc1ccc(S(=O)(=O)N(C(=O)c2ccncc2)c2ccc(OC(=O)c3ccncc3)cc2)cc1,-19.7,-7.4,-4.2,22.5,23.7,-7.6,17.4,-4.2,-5.7,2.7,26.6

# Carrying on.
SMILES,NR2E3 ag-1,PDI inh,NR2E3 ag-2,Shn3 3UTR inh,Peg3 prom inh,MITF TRPM1 inh,HIF-2a block,CaV13 FRET inh,KKLEB cytotox,Vif imaging,CF NFkB block
CCCCc1ccc(NC(=O)C2CCN(S(C)(=O)=O)CC2)cc1,2.3,-3.6,-1.2,2.0,-11.1,-11.4,12.4,-5.1,-5.8,9.9,-8.7
COc1ccc(C)cc1N(CC(=O)NC1CCCC1)C(=O)CCC(=O)Nc1cc(C)on1,-23.5,-1.9,2.6,0.2,21.5,3.5,10.4,.,-7.9,14.7,-0.8
O=c1c2ccccc2nc(-c2ccc(Cl)cc2Cl)n1CCCn1ccnc1,-11.1,-5.9,3.2,4.4,6.1,6.9,11.3,-2.1,-1.7,4.1,-0.1
O=C(NCCc1ccc(O)cc1)c1ccc(Cl)cc1,-90.3,-0.3,3.9,-59.0,-255.4,-95.0,-234.1,.,16.4,2.4,10.0
Cc1ccc(N2CCN(S(=O)(=O)N3CCCCC3)CC2)cc1C,14.3,-0.5,-4.0,3.1,-3.3,1.6,-3.8,-4.8,7.3,-6.6,-1.7
CCN(CC)c1ccc(NC(=O)CCc2nnc3ccc(N4CCCC4)nn23)c(C)c1,-24.4,.,-6.8,-1.8,-1.8,-4.5,1.7,-10.7,-9.9,1.6,-19.5
COc1ccc(N=C2SCC(=O)N2Cc2ccccc2)cc1,-13.6,3.3,4.2,51.9,-19.8,-2.6,-17.6,0.9,-4.5,-1.4,4.8
O=C(Cc1ccccc1)NNS(=O)(=O)c1ccc([N+](=O)[O-])cc1,-1.0,-11.0,-0.2,5.5,5.8,4.2,3.9,-4.9,1.4,-1.7,4.6
COc1ccc(NC(=S)NCCCc2ccccc2)cc1,-7.1,-3.2,0.3,-2.6,-13.9,3.2,-44.2,-7.1,-12.1,-5.9,8.9
CCOc1ccc(CCNC(=O)c2nn(C)c3c2CS(=O)(=O)c2ccccc2-3)cc1,-21.5,-5.7,-1.5,4.3,10.7,-8.4,2.4,-7.0,1.4,-3.4,6.5
CCOc1ccccc1NC(=O)NCc1ccccc1,-25.6,17.4,1.1,0.1,-3.9,-2.9,13.0,4.4,-1.3,-7.1,6.2
Cc1ccc(O)c(CNCCNCc2cc(C)ccc2O)c1,-3.2,-5.3,1.7,25.5,28.8,-3.6,9.8,-10.4,-12.8,-1.0,10.7
O=c1cc(N2CCN(Cc3ccccc3)CC2)c(-c2ccccc2)n[nH]1,-9.6,4.1,0.6,8.2,13.8,15.1,24.3,-4.8,1.2,12.3,9.4
